Assay outcomes: PubChem BioAssay, several laboratories
bIAP act: intestinal alkaline phosphatase (bovine) activation | purified bovine IAP, CDP-star luminescence, 30 min; active compounds read high; fold of DMSO-control signal, blank-subtracted | activation factor at 20 µM | hit rate 0.17% among 200,000 | AID 1016;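 active = activation factor of 2 or more at 20 µM, a signal rise over negative controls twice the positive control's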
PPARg SRC3 recr: PPARgamma-driven SRC-3 recruitment agonism | biochemical PPARgamma/SRC-3 coactivator recruitment assay | hit rate 0.26% among 200,000 | AID 731 | activation, % at 8 µM; in the data active = activation above about 23%;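 note: 0% = DMSO and 100% = reference agonist; some compounds past the cut are filed as inactive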
Target sequence (P37231 whole entry, looked up): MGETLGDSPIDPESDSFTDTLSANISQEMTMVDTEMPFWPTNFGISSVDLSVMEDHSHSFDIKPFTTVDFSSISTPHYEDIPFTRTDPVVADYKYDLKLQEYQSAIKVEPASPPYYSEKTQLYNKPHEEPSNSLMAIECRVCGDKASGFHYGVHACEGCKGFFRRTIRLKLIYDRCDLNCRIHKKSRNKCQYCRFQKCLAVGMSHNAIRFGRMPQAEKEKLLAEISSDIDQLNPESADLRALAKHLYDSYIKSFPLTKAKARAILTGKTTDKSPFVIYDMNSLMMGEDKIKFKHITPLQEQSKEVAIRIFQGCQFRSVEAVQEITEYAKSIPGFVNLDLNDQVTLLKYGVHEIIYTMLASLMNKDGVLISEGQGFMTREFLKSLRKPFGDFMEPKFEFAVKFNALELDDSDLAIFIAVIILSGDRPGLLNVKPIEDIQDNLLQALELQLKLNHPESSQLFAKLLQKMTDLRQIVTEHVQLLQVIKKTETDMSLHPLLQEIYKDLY
TNAP inh hiacc: blocks human TNAP under high phosphate acceptor concentration. hit rate 0.03% among 200,000. inhibition, % at 20 µM. P05186. AID 1135. purified TNAP, CDP-star luminescence, 1 M DEA;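 active = over 50% inhibition of tissue-nonspecific alkaline phosphatase at 20 µM in the single-dose screen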;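 note: plate controls were DMSO wells for no effect and EDTA-quenched wells as full inhibition for full effect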
Target sequence (P05186 whole entry, looked up): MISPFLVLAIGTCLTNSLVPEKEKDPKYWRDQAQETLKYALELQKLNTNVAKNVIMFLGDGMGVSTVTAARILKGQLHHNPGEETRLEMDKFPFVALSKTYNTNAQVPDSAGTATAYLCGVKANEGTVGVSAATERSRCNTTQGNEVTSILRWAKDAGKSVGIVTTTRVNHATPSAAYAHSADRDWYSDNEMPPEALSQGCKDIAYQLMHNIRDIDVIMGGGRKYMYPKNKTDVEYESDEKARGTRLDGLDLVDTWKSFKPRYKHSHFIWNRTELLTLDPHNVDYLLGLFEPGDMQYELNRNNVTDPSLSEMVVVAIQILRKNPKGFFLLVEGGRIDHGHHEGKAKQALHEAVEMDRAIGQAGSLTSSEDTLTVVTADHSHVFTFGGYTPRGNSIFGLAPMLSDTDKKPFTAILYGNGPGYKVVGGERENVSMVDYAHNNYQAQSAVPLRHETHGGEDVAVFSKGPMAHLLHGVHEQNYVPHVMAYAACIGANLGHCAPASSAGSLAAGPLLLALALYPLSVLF
Efa HMGR inh: inhibitors of class II HMG-CoA reductase from Enterococcus faecalis; purified E. faecalis HMGR, NADPH absorbance 340 nm kinetic; inhibition, % at 10 µM; hit rate 0.41% among 190,000; AID 1066;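 active = inhibition above a set limit, the median over all tested compounds plus 3 SD, cut at about 9.5% in these data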;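 note: enzyme runs in reverse so mevalonate oxidation gives rising NADPH absorbance; 0% = complete reaction with DMSO and 100% = background rate lacking mevalonate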
TNAP inh noacc: inhibitors of human TNAP without phosphate acceptor; P05186; purified TNAP, CDP-star luminescence, 30 min; inhibition, % at 20 µM; hit rate 0.26% among 200,000; AID 1012;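 active = tissue-nonspecific alkaline phosphatase inhibition above about 50% at 20 µM in the single-dose screen, limit read from the data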;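 note: 0% = DMSO negative control and 100% = EDTA positive control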
TR-FRET SRC-2 ct: flags TR-FRET format artefacts in PPARgamma SRC-2 recruitment agonist screen. TR-FRET artefact counter-screen; active compounds read high. TR-FRET ratio at 8 µM. hit rate 0.4% among 200,000. AID 1049; in the data active = TR-FRET ratio above about 2000; note: inactives centre near 1500; reference of the scale not given here
bIAP inh: blocks bovine intestinal alkaline phosphatase activity; 190,000 tested, under 10 active; inhibition, % at 20 µM; AID 1019; purified bovine IAP, CDP-star luminescence, 30 min;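 active = over 50% inhibition of intestinal alkaline phosphatase at 20 µM in the single-dose screen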
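Assay system: bovine IAP enzyme; medium: DEA buffer 100 mM, pH 9.8, with MgCl2 1.0 mM, ZnCl2 0.02 mM; doses: 20 µM single dose; incubation: enzyme reaction for 30 min at room temperature; detection: CDP-star luminescence signal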
PPARg SRC2 recr: PPARgamma-driven SRC-2 recruitment agonism; P37231; PPARgamma LBD-SRC-2 recruitment, biochemical; activation, % at 8 µM; hit rate 0.34% among 200,000; in the data active = activation above about 22%;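 note: 0% = vehicle and 100% = reference agonist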
PPARg SRC-1 ag: agonists of human PPARgamma SRC-1 coactivator recruitment. hit rate 0.41% among 200,000. P37231. activation, % at 8 µM. PPARgamma-SRC-1 coactivator recruitment biochemical assay. AID 631; in the data active = activation above about 19%;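 note: 0% = DMSO and 100% = reference agonist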
TNAP act hiacc: increases human TNAP activity under high phosphate acceptor concentration; activation factor at 20 µM; purified TNAP, CDP-star luminescence, 1 M DEA, 30 min; active compounds read high; 0 = EDTA background, 1 = DMSO-only activity; P05186; AID 1136; 200,000 tested, under 10 active;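 active = activation factor at least 2 at 20 µM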
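Test system – human TNAP · Doses – 20 µM single point · Incubation – 30 min, room temperature · Signal – luminescent substrate turnover signal · Read-out basis – activation factor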
The depositor's hits bear a star.

O=C(O)CN1C(=O)/C(=C\c2cn(CC(=O)N3CCOCC3)c3ccccc23)SC1=S was read as bIAP act 0.9, PPARg SRC3 recr -0.9, TNAP inh hiacc 30.7, Efa HMGR inh -0.9, TNAP inh noacc 23.0, TR-FRET SRC-2 ct 1614, bIAP inh 14.2, PPARg SRC2 recr -1.9, PPARg SRC-1 ag 1.8 and TNAP act hiacc 0.7.
Cc1c(Cl)cccc1NC(=S)NCC1COc2ccccc2O1 (stereo not drawn) was read as bIAP act 1, PPARg SRC3 recr -0.8, TNAP inh hiacc -1.7, Efa HMGR inh -0.6, TNAP inh noacc -4.0, TR-FRET SRC-2 ct 1498, bIAP inh -2.7, PPARg SRC2 recr 0.1, PPARg SRC-1 ag 2.0 and TNAP act hiacc 1.
Screening COc1ccccc1OCC(O)Cn1nc(C)cc1C (stereo not drawn) returned PPARg SRC3 recr -11.6, Efa HMGR inh -1.1, TR-FRET SRC-2 ct 1589, PPARg SRC2 recr 0.9 and PPARg SRC-1 ag -2.6.
COc1ccccc1NC(=S)NC(NC(=O)CC(C)C)C(Cl)(Cl)Cl (stereo not drawn) was read as bIAP act 1, PPARg SRC3 recr 9.4, TNAP inh hiacc -7.2, Efa HMGR inh -2.8, TNAP inh noacc -10.6, TR-FRET SRC-2 ct 1376, bIAP inh 2.2, PPARg SRC2 recr -1.9, PPARg SRC-1 ag -7.9 and TNAP act hiacc 1.1.
Screening Cc1ccc(C(=O)NN2C(=O)/C(=C/c3cn(C)c4ccccc34)SC2=S)cc1 returned bIAP act 1, PPARg SRC3 recr -1.8, TNAP inh hiacc 33.0, Efa HMGR inh -3.9, TNAP inh noacc 39.0, TR-FRET SRC-2 ct 1560, bIAP inh 2.8, PPARg SRC2 recr -1.6, PPARg SRC-1 ag -3.0 and TNAP act hiacc 0.7.
`Cc1cc(C(=O)CC#N)c(C)n1-c1c(C)n(C)n(-c2ccccc2)c1=O` gave bIAP act 1.2, PPARg SRC3 recr 4.8, TNAP inh hiacc -0.7, Efa HMGR inh 1.0, TNAP inh noacc -1.9, TR-FRET SRC-2 ct 1436, bIAP inh -17.4, PPARg SRC2 recr 3.4, PPARg SRC-1 ag -1.1 and TNAP act hiacc 1.
Screening Cc1ccc(NC(=O)c2ccc(CN3CCc4ccccc4C3)cc2)cc1 returned bIAP act 0.9, PPARg SRC3 recr -0.5, TNAP inh hiacc -1.9, Efa HMGR inh 2.6, TNAP inh noacc -7.1, TR-FRET SRC-2 ct 1599, bIAP inh 12.4, PPARg SRC2 recr 7.0, PPARg SRC-1 ag 1.8 and TNAP act hiacc 1.
Screening COc1ccc2cnn(CCOc3cc(C)ccc3C(C)C)c(=O)c2c1OC returned bIAP act 0.9, PPARg SRC3 recr 1.3, TNAP inh hiacc -0.6, Efa HMGR inh -4.7, TNAP inh noacc -4.8, TR-FRET SRC-2 ct 1383, bIAP inh 6.3, PPARg SRC2 recr 1.4, PPARg SRC-1 ag -1.6 and TNAP act hiacc 1.
`CC1(C)CCCC2=C1CC1C(=O)N(c3ccccc3)C(=O)C1C2` (stereo not drawn) gave bIAP act 1, PPARg SRC3 recr 11.0, TNAP inh hiacc -5.7, Efa HMGR inh -2.7, TNAP inh noacc -9.0, TR-FRET SRC-2 ct 1687, bIAP inh -2.5, PPARg SRC2 recr -5.8, PPARg SRC-1 ag 4.7 and TNAP act hiacc 1.1.
Cc1cc(C(=O)N/N=C/c2cc(Br)ccc2OC(=O)c2ccccc2Cl)n[nH]1 was read as bIAP act 1.2, PPARg SRC3 recr -0.4, TNAP inh hiacc 0.2, Efa HMGR inh -2.6, TNAP inh noacc -13.2, TR-FRET SRC-2 ct 1568, bIAP inh -20.7, PPARg SRC2 recr 3.3, PPARg SRC-1 ag 4.4 and TNAP act hiacc 1.
Screening Cc1sc2ncnc(SCC(=O)c3cccs3)c2c1C returned bIAP act 0.8, PPARg SRC3 recr -19.3, TNAP inh hiacc -0.7, Efa HMGR inh -0.2, TNAP inh noacc -6.0, TR-FRET SRC-2 ct 1554, bIAP inh 15.2, PPARg SRC2 recr -2.4, PPARg SRC-1 ag 1.6 and TNAP act hiacc 1.
C=CCn1c(N)cc(=O)nc1SCC(=O)Nc1ccccc1 was read as bIAP act 0.9, PPARg SRC3 recr 5.5, TNAP inh hiacc -2.8, Efa HMGR inh -1.9, TNAP inh noacc -10.3, TR-FRET SRC-2 ct 1479, bIAP inh 11.9, PPARg SRC2 recr 4.5, PPARg SRC-1 ag 4.9 and TNAP act hiacc 1.
CCc1cccc(C)c1NC(=O)CSc1nc2ccc(N3C(=O)c4ccccc4C3=O)cc2s1 was read as bIAP act 1, PPARg SRC3 recr 2.2, TNAP inh hiacc -6.7, Efa HMGR inh -0.8, TNAP inh noacc -11.9, TR-FRET SRC-2 ct 1891, bIAP inh 3.4, PPARg SRC2 recr 2.6, PPARg SRC-1 ag 0.6 and TNAP act hiacc 1.1.
COc1ccc(-c2cc(C(N)=O)nc(N3CCCCCC3)n2)cc1 was read as bIAP act 0.7, PPARg SRC3 recr -8.5, TNAP inh hiacc -7.9, Efa HMGR inh -4.5, TNAP inh noacc -16.8, TR-FRET SRC-2 ct 1555, bIAP inh 29.4, PPARg SRC2 recr -6.5, PPARg SRC-1 ag -0.9 and TNAP act hiacc 1.1.
For CCn1c(SCc2ccc(Cl)cc2)nc2nc3c(cc2c1=O)CCCC3 the results were bIAP act 1, PPARg SRC3 recr -2.3, TNAP inh hiacc -5.8, Efa HMGR inh 0.2, TNAP inh noacc -0.2, TR-FRET SRC-2 ct 1566, bIAP inh 0.8, PPARg SRC2 recr 2.8, PPARg SRC-1 ag 4.1 and TNAP act hiacc 1.1.
For O=C(Cc1ccc(S(=O)(=O)N2CCCC2)s1)NC1CCCCCC1 the results were bIAP act 0.9, PPARg SRC3 recr -3.8, TNAP inh hiacc -3.3, Efa HMGR inh -4.6, TNAP inh noacc 0.4, TR-FRET SRC-2 ct 1674, bIAP inh 6.9, PPARg SRC2 recr 1.3, PPARg SRC-1 ag -5.3 and TNAP act hiacc 1.
Cc1ccc(Nc2cc(C)nc3nc(C)nn23)c(C)c1 was read as bIAP act 1.3, PPARg SRC3 recr 1.1, TNAP inh hiacc -2.7, Efa HMGR inh 0.6, TNAP inh noacc -0.2, TR-FRET SRC-2 ct 1387, bIAP inh -34.6, PPARg SRC2 recr -5.8, PPARg SRC-1 ag -0.7 and TNAP act hiacc 1.
`CS(=O)(=O)N(CC(=O)Nc1ccccc1C(=O)NCc1ccccc1)c1ccc2c(c1)OCCO2` gave bIAP act 1, PPARg SRC3 recr -4.6, TNAP inh hiacc -5.1, Efa HMGR inh -3.0, TNAP inh noacc -1.9, TR-FRET SRC-2 ct 1429, bIAP inh -1.2, PPARg SRC2 recr 10.8, PPARg SRC-1 ag -5.3 and TNAP act hiacc 1.1.
For COC(=O)CSc1nc2sc3c(c2c(=O)n1-c1ccccc1)CCN(C)C3 the results were bIAP act 1, PPARg SRC3 recr 7.6, TNAP inh hiacc -5.5, Efa HMGR inh 1.3, TNAP inh noacc -9.0, TR-FRET SRC-2 ct 1616, bIAP inh 2.9, PPARg SRC2 recr 5.5, PPARg SRC-1 ag 0.1 and TNAP act hiacc 1.1.
For Nn1c(COc2ccccc2)nnc1SCc1cc(=O)[nH]c2ccccc12 the results were bIAP act 0.9, PPARg SRC3 recr 7.3, TNAP inh hiacc -1.4, Efa HMGR inh -9.2, TNAP inh noacc -7.8, TR-FRET SRC-2 ct 1616, bIAP inh 6.9, PPARg SRC2 recr 2.0, PPARg SRC-1 ag 6.6 and TNAP act hiacc 1.
For O=C(Nc1ccc(N2CCCCC2)cc1)c1cc([N+](=O)[O-])cc([N+](=O)[O-])c1 the results were bIAP act 0.8, PPARg SRC3 recr 5.1, TNAP inh hiacc 2.3, Efa HMGR inh -3.0, TNAP inh noacc -9.0, TR-FRET SRC-2 ct 1464, bIAP inh 17.9, PPARg SRC2 recr 3.1, PPARg SRC-1 ag -0.3 and TNAP act hiacc 1.
Screening COc1ccc(C(=O)Cc2cnn(-c3ccccc3)c2)c(O)c1 returned bIAP act 0.9, PPARg SRC3 recr -3.4, TNAP inh hiacc -2.3, Efa HMGR inh -2.6, TNAP inh noacc -6.2, TR-FRET SRC-2 ct 1404, bIAP inh 12.3, PPARg SRC2 recr 1.4, PPARg SRC-1 ag -5.7 and TNAP act hiacc 1.
O=C(Nc1ccc2c(c1)OCO2)C1COc2ccccc2O1 (stereo not drawn) was read as bIAP act 0.8, PPARg SRC3 recr 16.3, TNAP inh hiacc -8.6, Efa HMGR inh 1.1, TNAP inh noacc -13.7, TR-FRET SRC-2 ct 1800, bIAP inh 16.0, PPARg SRC2 recr 16.3, PPARg SRC-1 ag 10.2 and TNAP act hiacc 1.1.
`COc1ccc(NS(=O)(=O)c2cc([N+](=O)[O-])ccc2N/N=C\c2c(C)[nH]c3ccccc23)cc1` gave bIAP act 0.6, PPARg SRC3 recr 2.2, TNAP inh hiacc 31.6, Efa HMGR inh -9.0, TNAP inh noacc 13.7, TR-FRET SRC-2 ct 1615, bIAP inh 39.3, PPARg SRC2 recr 7.2, PPARg SRC-1 ag 5.5 and TNAP act hiacc 0.7.
For COC(=O)c1c(NC(=O)C2C3C=CC(CC3)C2C(=O)O)sc(C)c1C (stereo not drawn) the results were bIAP act 0.9, PPARg SRC3 recr -1.3, TNAP inh hiacc -5.5, Efa HMGR inh 0.5, TNAP inh noacc -12.5, TR-FRET SRC-2 ct 1371, bIAP inh 6.0, PPARg SRC2 recr 0.5, PPARg SRC-1 ag 2.4 and TNAP act hiacc 1.1.
CNS(=O)(=O)c1ccc(NCC2COc3ccccc3O2)c([N+](=O)[O-])c1 (stereo not drawn) was read as bIAP act 1, PPARg SRC3 recr 3.8, TNAP inh hiacc 3.7, Efa HMGR inh -2.5, TNAP inh noacc -12.5, TR-FRET SRC-2 ct 1665, bIAP inh 0.0, PPARg SRC2 recr 4.9, PPARg SRC-1 ag 1.7 and TNAP act hiacc 1.
CCOc1ccc(NC(=S)N2c3ccccc3CC2C)cc1 (stereo not drawn) was read as bIAP act 1, PPARg SRC3 recr 1.2, TNAP inh hiacc -0.1, Efa HMGR inh -3.4, TNAP inh noacc -9.1, TR-FRET SRC-2 ct 1449, bIAP inh 0.5, PPARg SRC2 recr 5.8, PPARg SRC-1 ag 9.6 and TNAP act hiacc 1.
Screening Cc1cc(Nc2ccc(F)cc2)n2nc(C)nc2n1 returned bIAP act 1.1, PPARg SRC3 recr -4.7, TNAP inh hiacc -2.3, Efa HMGR inh -4.9, TNAP inh noacc -3.2, TR-FRET SRC-2 ct 1594, bIAP inh -5.5, PPARg SRC2 recr -4.2, PPARg SRC-1 ag 1.1 and TNAP act hiacc 1.
For COc1ccc(N2C(=O)c3ccccc3NC2c2ccc(OC)c(Cn3nnc4ccccc43)c2)cc1 (stereo not drawn) the results were bIAP act 0.8, PPARg SRC3 recr 5.0, TNAP inh hiacc -1.9, Efa HMGR inh -2.4, TNAP inh noacc -0.9, TR-FRET SRC-2 ct 1604, bIAP inh 22.7, PPARg SRC2 recr -5.3, PPARg SRC-1 ag 3.6 and TNAP act hiacc 1.
